Source: PubChem (National Center for Advancing Translational Sciences (NCATS))
HEK293 tox: cytotoxicity in counter-screen for GLP-1R inverse agonists; 410,000 tested, 0.13% active; AID 624418; Potency, µM (top dose mostly 38.3 µM), for the others: at the highest dose activity change, negative = inhibition, actives largely listed as inhibitors; HEK293 cAMP-luciferase reporter cells, luminescence, 24 h;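 also: loss of luciferase light is scored as toxicity; % is scaled to controls: 0 for no effect and ±100 for the full control effect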
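To flag toxic compounds, the library was rerun on cells for 24 hr at 37 deg C and 5% CO2. Viability-linked luminescence was captured 12 min after adding luciferase detection reagent.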
TDP43 rescue: rescues yeast growth from TDP-43 toxicity. TDP-43 expressing yeast growth rescue, BacTiter-Glo, 24 h. Potency, µM (doses to about 46.1 µM), for inactives: at the top dose growth rescue (activation), usual class: activators. 410,000 tested, 1.8% active; also: % of control where 0% means no effect; nearly all actives have a fitted effect of over 50% in size
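Yeast cells expressing TDP-43 under galactose induction are exposed to compounds for 24 hr at 30 deg C. BacTiter-Glo luminescence measures growth, so protective compounds score as activators.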
HT1080 IDH1KD tx: kills HT-1080 cells with IDH1 knockdown. Potency, µM (top dose mostly 46.1 µM), for inactives: top-dose activity, negative = toxicity, hits mostly cytotoxic. 360,000 tested, 2% active. HT-1080 IDH1 knockdown viability, ATP luminescence, 48 h;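 also: 0% = DMSO wells and -100% = cell-free medium wells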
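IDH1KD HT-1080 cells, 750/well, RPMI + 5% FBS; compound pinned after 2 h settling; 48 h, 37 °C; CellTiter-Glo luminescence; % activity normalised to DMSO and no-cell wells; curves fitted, classed by r2 and efficacy.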
KB-V1 MDR tox: KB-V1 MDR subline cytotoxicity; KB-V1 MDR cells viability, CellTiter-Glo, 72 h; Potency, µM (doses to about 46.1 µM), inactives show top-dose activity change, negative = cytotoxicity, actives largely listed as cytotoxic; 400,000 tested, 3.4% active; AID 1347076; also: % is scaled to controls: 0 for no effect and ±100 for the full control effect; nearly all actives have a fitted effect of over 60% in size
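Luminescent ATP read-out (CellTiter-Glo, 10 min) measures survival of drug-selected KB-V1 MDR cells after 72 h, 37 degrees C compound exposure. Medium: phenol-red-free DMEM, 10% FBS. Values from fitted concentration-response curves.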
HT1080NT lethal: kills 2HG-producing HT-1080-NT fibrosarcoma cells | HT-1080-NT fibrosarcoma viability, CellTiter-Glo ATP luminescence, 48 h | Potency, µM (top dose mostly 46.1 µM), inactives show at the top dose activity, negative = less viability, most hits filed as cytotoxic | 360,000 tested, 1.6% active;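 also: NT is the 2HG producing partner of a matched IDH1 knockdown line; 0% = DMSO-treated cells and -100% = media-only wells without cells; nearly all actives have a fitted effect of over 55% in size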
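Read-out is CellTiter-Glo luminescence after 10 minutes at room temperature, following 48 hours' compound treatment of HT-1080-NT cells (750 cells/well, RPMI, 5% FBS, 37 degrees C).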
GLP1R inv ag: GLP-1 receptor (human) inverse agonism. P43220. HEK293 GLP-1R CRE-luciferase, luminescence, 24 h; GLP-1R form is constitutively active. Potency, µM (highest dose often 38.3 µM), for inactives: at the highest dose activity change, negative = inhibition, most hits filed as inhibitors. 410,000 tested, 1.6% active. AID 624417; also: % is scaled to controls: 0 for no effect and ±100 for the full control effect; nearly all actives have a fitted effect of over 55% in size
Target sequence (P43220 whole entry, looked up): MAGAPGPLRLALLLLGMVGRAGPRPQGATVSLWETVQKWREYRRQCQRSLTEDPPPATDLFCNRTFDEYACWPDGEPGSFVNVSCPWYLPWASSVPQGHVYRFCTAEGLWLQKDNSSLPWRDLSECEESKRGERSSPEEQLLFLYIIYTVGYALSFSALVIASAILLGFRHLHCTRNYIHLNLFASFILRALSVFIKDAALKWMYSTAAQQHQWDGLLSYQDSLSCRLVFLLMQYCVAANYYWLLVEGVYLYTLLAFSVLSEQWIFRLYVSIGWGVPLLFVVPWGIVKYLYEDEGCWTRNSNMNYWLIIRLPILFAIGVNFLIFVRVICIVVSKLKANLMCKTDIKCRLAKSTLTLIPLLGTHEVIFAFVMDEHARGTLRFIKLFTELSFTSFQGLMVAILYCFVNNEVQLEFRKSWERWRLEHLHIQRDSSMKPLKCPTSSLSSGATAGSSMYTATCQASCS
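Seeding at 200 cells/uL, 12 h culture, 24 hr compound treatment, then luciferase reagent and a luminescence read; cells are HEK293 stably expressing a constitutively active GLP-1R plus cAMP-responsive luciferase.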
SW480 rerep: induces DNA re-replication in SW480 colon adenocarcinoma cells | Potency, µM (series often up to 46.1 µM), without a hit: at the highest dose re-replication activation, most hits filed as activators | 340,000 tested, 1.8% active | SW480 DNA re-replication, Hoechst DNA content imaging, 48 h | AID 624297; also: % of control where 0% means no effect; nearly all actives have a fitted effect of over 55% in size
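Treated cells incubate 48 hr (37 C, 5% CO2), are stained 40 min with Hoechst, and nuclear fluorescence is enumerated; a rise in nuclei with high DNA signal marks re-replication.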
GLP-1R agonist: activates the human GLP-1 receptor; P43220; 380,000 tested, 0.007% active; Potency, µM (doses to about 45.6 µM), for the others: at the highest dose activation, hits mostly activators; HEK293 GLP-1R CRE-luciferase, luminescence, 4-6 h; cells express a hypersensitive GLP-1R form; also: % of control where 0% means no effect
KB-3-1 cytotox: KB-3-1 parental cell cytotoxicity; 400,000 tested, 1.4% active; Potency, µM (doses to about 46.1 µM), without a hit: top-dose activity change, negative = cytotoxic, most hits filed as cytotoxic; KB-3-1 viability, CellTiter-Glo ATP luminescence, 72 h; AID 1347075; also: % is scaled to controls: 0 for no effect and ±100 for the full control effect; nearly all actives have a fitted effect of over 60% in size
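KB-3-1 cells, DMEM (no phenol red) + 10% FBS; compound by pin transfer, 72 h, 37 °C. Readout: CellTiter-Glo luminescence after 10 min. Data normalized, curve-fitted.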
Numbers without * were called inactive; ? = inconclusive; / = no result given; [ ] = remark or other dose. Calls follow the shape of the dose curve; as a rule, active = well fitted curve in the direction sought with a large enough effect; inconclusive = small, poorly fitted or top-dose-only effect, or another doubt; inactive = no such curve, though single readings can be large; an effect the other way counts as inactive or inconclusive. Potency is read from the fitted curve at half-maximal effect. Rows were taken by chance; about 9.4% have a hit in one of these screens.

entry	mol	HEK293 tox	TDP43 rescue	HT1080 IDH1KD tx	KB-V1 MDR tox	HT1080NT lethal
1	O=C(COc1ccccc1)Nc1nc(-c2cccs2)cs1	2%	?	-7%	-9%	-8%
2	CCc1cccc(N2C(=O)CSC23C(=O)N(Cc2ccccc2F)c2ccccc23)c1 (stereo not given)	-25%	?	/	15µM*	/
3	O=c1cc(NS(=O)(=O)c2ccccc2)nc(SCc2ccccc2Cl)[nH]1	-10%	4%	-1%	?	2%
4	O=C(O)c1cccc(-n2c(/C=C/c3ccc([N+](=O)[O-])cc3)nc3ccccc3c2=O)c1	1%	7%	5%	-4%	12%
5	COc1ccc(C2=NN(C(=O)CSc3nnnn3C)C(c3ccco3)C2)cc1 (stereo not given)	-19%	12%	1%	56%	2%
6	CC(=O)N(CN1C(=O)c2ccccc2C1=O)c1ccc2c(c1)oc1ccccc12	7%[1.53 µM]	?	13%	2%	1%
7	Cc1ccc(NC(=O)CNC(C)c2ccccc2)cc1 (stereo not given)	-3%	-16%	4%	-4%	4%
8	O=C(Cn1ncc2c3ccccc3n(Cc3ccccc3F)c2c1=O)NCc1ccccc1Cl	0%	4%[9.22 µM]	/	-11%	/
9	O=C(Nc1ccccc1F)c1cccc(C(=O)Nc2ccccc2F)c1	-1%	-13%	-3%	-13%	0%
10	CCN(Cc1ccccc1)c1ccc(/C=N/NC(=O)c2cccc(S(=O)(=O)N3CCOCC3)c2)cc1	81%[activator]	3%	21µM*	?	?

entry	GLP1R inv ag	SW480 rerep	GLP-1R agonist	KB-3-1 cytotox
1	-7%	2%	-6%	5%
2	?	/	1%	21µM*
3	11%	-56%[inhibitor]	-12%	?
4	-2%	?	1%	-14%
5	4%	26%	-1%	8%
6	-5%	-3%	-14%	-8%
7	-4%	0%	15%	2%
8	8%	/	/	13%
9	-18%	-3%	16%	11%
10	-12%	15%	2%	?

Entries of single compounds, looked up by structure.
CCc1cccc(N2C(=O)CSC23C(=O)N(Cc2ccccc2F)c2ccccc23)c1 (stereo not given) as listed: HEK293 tox: -25%; TDP43 rescue: ?; HT1080 IDH1KD tx: /; KB-V1 MDR tox: 15µM*; HT1080NT lethal: /; GLP1R inv ag: ?; SW480 rerep: /; GLP-1R agonist: 1%; KB-3-1 cytotox: 21µM*
CC(=O)N(CN1C(=O)c2ccccc2C1=O)c1ccc2c(c1)oc1ccccc12 as listed: HEK293 tox: 7%[1.53 µM]; TDP43 rescue: ?; HT1080 IDH1KD tx: 13%; KB-V1 MDR tox: 2%; HT1080NT lethal: 1%; GLP1R inv ag: -5%; SW480 rerep: -3%; GLP-1R agonist: -14%; KB-3-1 cytotox: -8%

Entries shown so far containing four or more nitrogen atoms, in the order listed:
entry	mol	HEK293 tox	TDP43 rescue	HT1080 IDH1KD tx	KB-V1 MDR tox	HT1080NT lethal
5	COc1ccc(C2=NN(C(=O)CSc3nnnn3C)C(c3ccco3)C2)cc1 (stereo not given)	-19%	12%	1%	56%	2%
8	O=C(Cn1ncc2c3ccccc3n(Cc3ccccc3F)c2c1=O)NCc1ccccc1Cl	0%	4%[9.22 µM]	/	-11%	/
10	CCN(Cc1ccccc1)c1ccc(/C=N/NC(=O)c2cccc(S(=O)(=O)N3CCOCC3)c2)cc1	81%[activator]	3%	21µM*	?	?

entry	GLP1R inv ag	SW480 rerep	GLP-1R agonist	KB-3-1 cytotox
5	4%	26%	-1%	8%
8	8%	/	/	13%
10	-12%	15%	2%	?

(listing goes on)
entry	mol	HEK293 tox	TDP43 rescue	HT1080 IDH1KD tx	KB-V1 MDR tox	HT1080NT lethal
11	NC(=O)C1C2C=CC(C2)C1c1ccccc1 (stereo not given)	2%	3%	5%	9%	5%
12	Cc1cc(C)n2nc(SCc3ccc(C#N)cc3)nc2n1	-1%	?	-2%	-22%	-6%
13	O=C(CN(C(=O)CCC(=O)Nc1nccs1)c1ccccc1F)NCCc1ccccc1	0%	0%	0%	-1%	1%
14	CCOc1ccccc1NS(=O)(=O)c1cn(C)nc1C	3%	14%	28%	4%	1%
15	NC(=O)CC(NC(=O)c1ccccc1)c1ccc(NCc2ccc(F)c(F)c2)c([N+](=O)[O-])c1 (stereo not given)	-9%	?	-4%	0%	0%
16	Cc1ccc(NC(=O)C2C3C=CC4(CN(Cc5cccnc5)C(=O)C24)O3)cc1F (stereo not given)	-9%	2%	0%	-15%	6%
17	CC1CN(C(=O)COC(=O)Cc2ccc(Cl)cc2)CC(C)O1 (stereo not given)	-2%	-1%	19%	17%	5%
18	COC(=O)c1cc(-c2c(C)oc3cc(OC(C)C)ccc3c2=O)c(C)o1	16%	1%	0%	-20%	6%
19	CC(C)NC(=O)N1Cc2cc(C(=O)NC3CCCC3)nc(-c3cccc(-c4cccnc4)c3)c2[C@H]1CCO	-13%	24%	?	4%	?
20	COc1cccc(/C=C/C(=O)c2ccc(C)c([N+](=O)[O-])c2)c1	-4%	28%	-24%	19%	?

entry	GLP1R inv ag	SW480 rerep	GLP-1R agonist	KB-3-1 cytotox
11	-13%	-6%	8%	16%
12	71%[activator]	-4%	17%	-6%
13	2%	-4%	19%	4%
14	23%	0%	7%	10%
15	-7%	-7%	16%	6%
16	24%	-6%	7%	-11%
17	19%	5%	0%	14%
18	5%	15%	12%	-2%
19	-4%	/	14%	5%
20	-17%	?	8%	-3%

(continued)
entry	mol	HEK293 tox	TDP43 rescue	HT1080 IDH1KD tx	KB-V1 MDR tox	HT1080NT lethal
21	CC(OC(=O)c1cccnc1SCc1cc(=O)n2ccccc2n1)c1ccccn1 (stereo not given)	-5%	-34%[inhibitor]	-24%	20%	-7%
22	CCn1c(=O)c(=O)n(CC)c2cc(S(=O)(=O)Nc3cc(C)ccc3C)ccc21	3%	-16%	-22%	-17%	-17%
23	O=C1C(=O)N(CC(=O)N2CCCC2)c2ccccc21	5%	3%	18%	-3%	14%
24	Cc1ccc(-c2sc(C)nc2CC(=O)O)cc1	15%	4%	1%	0%	10%
25	CCOc1ccccc1OCCCCN1CCCC1	-12%	11%	9%	0%	19%
26	Cc1onc(-c2c(F)cccc2Cl)c1C(=O)c1ccccc1	-27%	0%	9%	-17%	2%
27	O=C(c1cc(Cl)ccc1O)N1CCN(S(=O)(=O)c2cccs2)CC1	-18%	11%	-2%	-16%	2%
28	CC(OC(=O)c1ccc(Cl)c(S(=O)(=O)N2CCOCC2)c1)C(=O)NC1CCCCC1C (stereo not given)	-6%	2%	-3%	/	2%
29	Cc1ccc(-c2nc(CS(=O)(=O)CC(=O)NC3CCC(C)CC3)c(C)o2)cc1 (stereo not given)	-11%	13%	-6%	-6%	?
30	Cc1c(NC(=S)Nc2ccccc2C(F)(F)F)cccc1[N+](=O)[O-]	0%	11%	-3%	20%	0%

entry	GLP1R inv ag	SW480 rerep	GLP-1R agonist	KB-3-1 cytotox
21	67%[activator]	5%	26%	1%
22	-19%	1%	-7%	0%
23	-12%	0%	0%	8%
24	27%	0%	-10%	5%
25	0%	2%	1%	1%
26	?	19%	7%	-9%
27	-21%	-10%	-4%	-4%
28	-5%	-7%	-16%	/
29	?	-28%	8%	-11%
30	7%	0%	2%	-6%

Additional structures
entry	mol	HEK293 tox	TDP43 rescue	HT1080 IDH1KD tx	KB-V1 MDR tox	HT1080NT lethal
31	CCOc1ccccc1O[C@H](c1ccccc1)[C@H]1CNCCO1	10%	17%	-11%	-28%	-3%
32	CC(=O)Nc1ccc(N2CCC(C)CC2)c([N+](=O)[O-])c1	-16%	21%	-12%	-13%	?
33	CCN(CC(=O)N1CCOCC1)S(=O)(=O)c1ccc2ccccc2c1	2%	0%	3%	-1%	2%
34	COc1ccc(C)cc1S(=O)(=O)Nc1cc2c3c(c1)CC(=O)N3CCC2	-1%	11%	?	-3%	?
35	CCOc1ccc(N2C(=O)Nc3ccc(Br)cc3C2(O)C(=O)NC(C)C)cc1 (stereo not given)	2%	-8%	6%	23%	7%
36	CCOC(=O)c1cc2sccc2n1CC(=O)N1CCc2ccccc21	5%	-6%	?	0%	-22%
37	C[C@H]1CN([C@@H](C)CO)C(=O)Cc2cc(NS(=O)(=O)c3ccc(Cl)cc3)ccc2O[C@@H]1CN(C)C(=O)Nc1cccc2ccccc12	3%	19%	0%	?	0%
38	Cc1cc(S(=O)(=O)ON2C(=O)c3ccccc3C2=O)ccc1F	-25%	?	0%	-3%	1%
39	CCC(=O)N(c1nnc(SCC(=O)Nc2sccc2C(N)=O)s1)C1CC1	2%	9%	-15%	-21%	-11%
40	CCCN(CC(=O)Nc1ccccc1C)CC(=O)Nc1ccc(Br)cc1F	-23%	19%	-15%	0%	-16%
41	c1ccc(C(=NNc2nc3ccccc3s2)c2ccccn2)cc1	?	?	?	?	0%
42	Cc1ccc(C(=O)C=Cc2ccc3c(c2)OCO3)c(C)c1	-10%	?	?	-14%	-21%

entry	GLP1R inv ag	SW480 rerep	GLP-1R agonist	KB-3-1 cytotox
31	?	-1%	-2%	0%
32	4%	-13%	18%	-27%
33	20%	-20%	4%	1%
34	36%[activator]	0%	3%	?
35	0%	-7%	4%	0%
36	-17%	6%	-4%	0%
37	27%	-11%	14%	5%
38	-19%	8%	-6%	?
39	15%	/	1%	0%
40	10µM*	6%	12%	-5%
41	?	0.26µM*	7%	-25%
42	?	/	0%	?
